miR-122 sensor – miR-122 inhibition in Huh7 cells | activation (reporter increase), % at 12.5 µM | Huh7 miR-122 Renilla luciferase sensor, 48 h; neutral wells = 0, positive control = 100 | hit rate 0.3% among 340,000 | AID 602342;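 active = mean replicate activation score at least 90 and every replicate individually at or above 90; inconclusive = only one of the two criteria met; inactive = neither criterion met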;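 also: higher luciferase means less miR-122 activity so hits act as miR-122 inhibitors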
DENV2 CPE – inhibitors of DENV2 cytopathic effect. DENV2-infected cells, cytopathic effect rescue, plate reader. AID 651640. hit rate 1.7% among 350,000. CPE inhibition, % at 9.99 µM; in the data active = CPE inhibition above about 20%, passing the limit was not always enough; inconclusive = no clear call, values can overlap the other calls; tested in BHK-21 cells;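 also: 0% = median of neutral control wells and 100% = median of positive control wells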
ERp5 inh – blocks human ERp5 reductase activity on insulin; inhibition, % at 9.99 µM; ERp5 insulin aggregation, absorbance 650 nm, 90 min; Q15084; hit rate 0.05% among 350,000;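 active = mean replicate inhibition above about 25%, with every replicate also reaching it, limit read from the data, passing the limit was not always enough; inconclusive = only one of those two criteria met; inactive = neither criterion met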
Target sequence (Q15084 whole entry, looked up): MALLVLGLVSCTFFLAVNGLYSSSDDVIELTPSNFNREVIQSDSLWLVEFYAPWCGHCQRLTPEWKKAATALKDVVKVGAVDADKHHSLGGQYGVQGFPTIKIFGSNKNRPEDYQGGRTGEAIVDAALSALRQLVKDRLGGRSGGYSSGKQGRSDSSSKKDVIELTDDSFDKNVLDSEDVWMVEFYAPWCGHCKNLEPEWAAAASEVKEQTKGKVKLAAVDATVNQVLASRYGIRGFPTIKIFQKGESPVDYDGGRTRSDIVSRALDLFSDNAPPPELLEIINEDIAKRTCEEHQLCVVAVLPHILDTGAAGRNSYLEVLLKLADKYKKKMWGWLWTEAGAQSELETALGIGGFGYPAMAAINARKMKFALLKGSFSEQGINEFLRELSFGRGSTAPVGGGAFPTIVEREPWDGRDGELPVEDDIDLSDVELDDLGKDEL
ERAP1 inh – inhibitors of human ERAP1 aminopeptidase | Q9NZ08 | recombinant ERAP1, Leu-AMC fluorescence, 60 min | inhibition, % at 10.7 µM | hit rate 0.15% among 340,000;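 active = mean replicate inhibition of at least 30%, or all replicates individually reaching that 30% level; inactive = mean below 30% and not every replicate reaching it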;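 also: 0% = neutral control wells and 100% = L-leucinethiol positive control wells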
F508del corr – CFTR F508del correction in bronchial cells; CFBE cells, YFP halide quenching; stimulated with forskolin plus potentiator P3; % fluorescence drop versus neutral controls; activity (quench increase), % at 7.58 µM; hit rate 0.36% among 350,000;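 active = mean added fluorescence quench of at least 8% versus neutral control, with both replicates also reaching 8%; inconclusive = only one of the mean or replicate conditions met; inactive = mean below 8% and not both replicates reaching 8%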;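 also: cells transiently co-express mutant CFTR-F508del with the halide-sensitive YFP; corrector assay measuring rescue of mutant channel to the surface after 24 h compound exposure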
Casp6 inh – blocks human caspase-6 cleavage activity. P55212. AID 686996. inhibition, % at 12.5 µM. hit rate 0.53% among 350,000. purified caspase-6, Z-VEID-R110 cleavage fluorescence;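 active = mean inhibition across replicates at least about 35%, with every replicate also reaching that limit, limit read from the data; inconclusive = only one of the two criteria met; inactive = neither criterion met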;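 also: 0% = median of neutral control wells and 100% = no fluorescence left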
Target sequence (P55212 24-179 limits assumed): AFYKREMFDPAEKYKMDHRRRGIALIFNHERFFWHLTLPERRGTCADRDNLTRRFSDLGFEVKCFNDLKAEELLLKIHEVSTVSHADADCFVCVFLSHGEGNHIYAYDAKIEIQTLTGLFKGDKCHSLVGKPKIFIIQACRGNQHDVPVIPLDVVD
Target sequence (P55212 194-293 limits assumed): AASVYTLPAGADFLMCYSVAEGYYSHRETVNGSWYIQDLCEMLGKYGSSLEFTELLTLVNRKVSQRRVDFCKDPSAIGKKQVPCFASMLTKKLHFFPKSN
SIRT5 block – inhibitors of human sirtuin-5 desuccinylase; Q9NXA8; Purified SirT5, succinyl-peptide AMC, trypsin-coupled fluorescence; inhibition, % at 15 µM; hit rate 1.1% among 330,000; in the data active = inhibition above about 15%; inconclusive = no clear call, values can overlap the other calls
Target sequence (Q9NXA8 whole entry, looked up): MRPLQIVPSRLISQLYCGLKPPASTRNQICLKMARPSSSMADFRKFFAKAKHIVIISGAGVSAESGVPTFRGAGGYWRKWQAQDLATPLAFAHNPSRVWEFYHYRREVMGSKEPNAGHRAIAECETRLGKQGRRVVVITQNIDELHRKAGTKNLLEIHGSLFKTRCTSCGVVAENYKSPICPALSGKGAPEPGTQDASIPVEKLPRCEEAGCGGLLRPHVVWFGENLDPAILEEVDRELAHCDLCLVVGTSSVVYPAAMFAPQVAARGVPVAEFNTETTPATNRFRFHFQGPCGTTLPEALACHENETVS
An asterisk follows results filed as active; ? = inconclusive; . = no result given; [ ] = remark or other dose. Rows are unselected. Share with any hit: about 4%.

F508del corr	DENV2 CPE	Casp6 inh	SIRT5 block	miR-122 sensor	ERp5 inh	ERAP1 inh	SMILES
-0.2	11	3	0	2	2	-66	COc1ccc(C(C)=O)cc1COC(=O)c1cc(=O)c2ccccc2o1
-0.3	8	-1	6	28	0	2	O=S(=O)(Nc1nc2ccccc2s1)c1ccc(Cl)nc1
-1.4	9	-2	1	-8	5	-2	Cc1ccc(S(=O)(=O)NC(=O)C2(C)CCN2C(=O)CC2CCCCC2)nc1 (stereo not given)
3.3	8	0	-2	-8	-4	-4	Cc1ccc2c(c1)N(CC(=O)N1CCN(C3CCCCC3)CC1)C(=O)CO2
-1.2	?	-1	.	6	10	-3	CCOc1ccc(Cl)cc1-c1cc(C(=O)NCc2cccs2)[nH]n1
4.2	6	0	-4	.	-1	-7	CC(=O)Nc1ccc(NC(=O)C(C)OC(=O)CCc2nc3ccccc3s2)cc1 (stereo not given)
.	.	1	.	9	-1	-1	COc1ccc(NC(=O)C23CCC(C)(C(=O)O2)C3(C)C)cc1 (stereo not given)
.	1	0	-7	-1	5	1	O=C(COC(=O)c1ccccc1C(=O)c1ccc(Cl)cc1)NCCc1ccccc1
-0.6	3	0	.	-4	1	1	CCCOc1ccc(F)cc1-c1cc(C(=O)Nc2cc(OC)ccc2OC)[nH]n1
0.5	13	0	-1	-6	-6	4	CCOC(=O)N1CCN(c2c(NCCOC)c(=O)c2=O)CC1
-0.1	-3	-2	-5	5	4	-3	COc1cc(C(=O)Nc2nnc(CC(=O)NCc3ccccc3)s2)cc(OC)c1OC
0.3	-3	-1	-3	1[16.7 µM]	-2	-3	C[C@@H]1CN([C@H](C)CO)C(=O)Cc2cc(NS(=O)(=O)c3cn(C)cn3)ccc2O[C@@H]1CN(C)Cc1ccc(C(F)(F)F)cc1
0.2	9	-5	-2	2	2	7	CCOC(=O)c1sc(NC(=O)CCN2CCCCCC2)c(C(=O)OCC)c1C
2.0	-4	-2	-1	-3	4	-2	O=C(c1ccco1)N1CCC(N2CCN(c3ccccc3)CC2)CC1
-2.5	1	-21	2	.	-1	2	O=C(/C=C/c1ccccc1[N+](=O)[O-])NCCCn1ccnc1
1.0	-2	-11	-2	2	-1	-2	CCN(CC)CCn1c(=N)n(CC(O)COc2ccccc2)c2ccccc21 (stereo not given)
-0.5	2	11	1	.	-2	2	CC(=O)c1ccc(NC(=O)C2C3C=CC(C3=C(c3ccccc3)c3ccccc3)C2C(=O)O)cc1 (stereo not given)
1.2	-14	-2	-4	-7	3	4	CCc1ccc([C@@H]2C[C@H]3[C@@H](CN2S(=O)(=O)c2ccc(C)cc2)C(=O)C[C@@H](c2cccc(Cl)c2)N3S(=O)(=O)c2ccc(C)cc2)cc1
-1.1	9	-1	-1	1[16.7 µM]	0	-1	COCCNC(=O)C[C@@H]1C[C@H]2c3cc(NC(=O)c4ccc5c(c4)OCO5)ccc3O[C@H]2[C@@H](CO)O1
.	-2	2	-1	.	4	1	O=C1c2cccc(OCC(=O)N3CCCc4ccccc43)c2CCN1Cc1ccccc1
-0.4	13	3	-9	-2	13	1	Cc1cc(OC(C)C(=O)NCCCN2CCOCC2)c2c(C)cc(=O)oc2c1 (stereo not given)
2.3	13	-6	-5	0	0	1	CCOC(=O)c1cnc2c(C)cc(C)cc2c1NCCCN1CCOCC1
0.3	8	3	2	1	1	1	COc1ccc(N(CC(=O)Nc2ccc(C)c(F)c2)S(=O)(=O)c2c(C)noc2C)cc1
-3.2	3	0	7	37[16.7 µM]	-1	-2	C[C@H]1CN([C@@H](C)CO)S(=O)(=O)c2ccc(C#CC3(O)CCCC3)cc2O[C@@H]1CN(C)C(=O)Nc1ccc(F)cc1
2.3	-4	3	0	-24	1	1	Cc1noc(C)c1CSc1nnc2n(-c3ccccc3)c(=O)c3ccccc3n12
1.2	0	-5	-4	-1[16.7 µM]	-1	0	COc1ccc(S(=O)(=O)Nc2ccc3c(c2)C(=O)N([C@H](C)CO)C[C@H](C)[C@@H](CN(C)CC2CC2)OCCCC[C@H](C)O3)cc1
-0.7	4	1	-4	.	6	0	COc1ccccc1C(=O)Nc1ccc(S(=O)(=O)N2CCCCC2c2cccnc2)cc1 (stereo not given)
2.7	5	1	0	.	2	-2	CCCC#Cc1ccc([C@@H]2[C@H](C#N)N(S(C)(=O)=O)[C@H]2CO)cc1
-2.8	-9	1	10	13[16.7 µM]	-3	2	O=C(C[C@H]1CC[C@H]2[C@@H](COC[C@@H](O)CN2C(=O)Nc2ccccc2)O1)NCCc1ccncc1
0.6	-3	0	-2	-3	3	0	CC(=O)c1ccc(N2CCN(C(=O)c3nn(C)c4c3CS(=O)(=O)c3ccccc3-4)CC2)cc1
0.1	12	1	.	.	-2	6	COc1ccc(-c2oc3ccc(-c4cc(OC)c(OC)c(OC)c4)cc3c2-c2ccc(OC)cc2)cc1
-2.1	-10	-1	-1	.	4	2	COCC(=O)Nc1ccc2c(c1)C(=O)N(C)C[C@H](OC)[C@@H](C)CN(C(=O)c1cccnc1)[C@H](C)CO2
-2.1	0	0	2	-1[16.7 µM]	-2	-1	COC(=O)[C@H]1[C@H](CO)[C@H]2Cn3c(ccc(-c4cccc(OC)c4)c3=O)[C@H]2N1CC1CC1
0.4	-7	2	5	.	-3	1	COc1ccc(/C=C(\NC(=O)c2ccc(OC)cc2)C(=O)Nc2ccccc2C(=O)O)cc1
-2.2	-6	3	3	17[16.7 µM]	0	-4	Cc1noc(C)c1NC(=O)N(C)C[C@@H]1OCCCC[C@H](C)Oc2ccc(NS(=O)(=O)c3ccc(Cl)cc3)cc2C(=O)N([C@@H](C)CO)C[C@H]1C
-0.7	-4	3	-1	-2	-2	0	CC(C)Oc1ccc(C(=O)N2CCN(C(=O)c3ccco3)CC2)cc1
-2.4	4	-4	4	.	-5	3	O=C(NC(=S)Nc1cc(S(=O)(=O)N2CCOCC2)ccc1N1CCOCC1)c1ccco1
-0.9	-3	-8	-3	4	4	-1	CC(=O)Nc1ccc(S(=O)(=O)NCc2nc(-c3ccccc3Cl)no2)cc1
-1.8	3	4	-4	-2	-7	2	CN(C)S(=O)(=O)c1ccc(C(=O)Nc2ccc(Cl)cc2)cc1
-1.3	.	-2	6	.	-5	17	Cc1n(C)c2cc(Cl)ccc2[n+]1Cc1ccccc1
-1.7	-1	1	0	5	3	1	CN(c1ccc([N+](=O)[O-])cc1)c1cc2c(c3c1ccn3C)C1CCC2C1 (stereo not given)
4.3	-8	-1	.	-21	1	0	Cc1cccnc1C(c1ccc(F)cc1)N(C)C(=O)C1CCN(CCCOc2ccc(F)cc2)CC1 (stereo not given)
1.3	0	-2	-2	0	-1	-4	COc1ccc(N2CCN(c3cc(C)nc4ccc(OC)cc34)CC2)cc1
2.9	-4	2	0	-1[16.7 µM]	-5	-1	C[C@H](CO)N1C[C@H](C)[C@@H](CN(C)C)Oc2ccc(NC(=O)Nc3ccc4c(c3)OCO4)cc2C1=O
-2.4	-2	1	2	-1	2	3	CCCS(=O)(=O)NC(=O)C1(C)CCN(C(=O)C2(c3ccc(Cl)cc3)CCCC2)C1 (stereo not given)
-1.8	-3	-1	3	1	-4	0	COc1ccc(OC)c(S(=O)(=O)CC(O)CS(=O)(=O)c2ccccc2)c1 (stereo not given)
-0.8	-3	-3	6	.	-2	-1	Cc1ccc(C(=O)N/N=C/C=C/c2ccccc2)o1
0.2	8	2	4	-9	4	-4	Cc1ccc(OCC(=O)Nc2cnn(CCCC(=O)O)c2)c([N+](=O)[O-])c1
-2.2	-7	-2	5	.	-5	-3	CCOc1ccc(N2C(=O)CC(/C=C3/N(C)c4ccccc4C3(C)C)C2=O)cc1 (stereo not given)
3.6	4	3	2	7	-1	-5	CN(C)S(=O)(=O)c1cccc(COC(=O)c2cc([N+](=O)[O-])ccc2N2CCOCC2)c1
1.5	-2	1	0	1	-1	2	CCc1ccccc1N(CC(=O)NC(C)C)C(=O)CCC(=O)Nc1nccs1
-2.5	-10	2	-1	.	3	7	CCS(=O)(=O)c1nc(S(=O)(=O)c2ccc(Cl)cc2)c(NCCN2CCOCC2)s1
.	0	0	1	.	0	-2	CC1(c2ccc(Cl)cc2)NC(=O)CS1 (stereo not given)
-0.5	-6	2	1	.	2	-3	N#C[C@@H]1[C@@H](c2ccc(C#Cc3ccccc3F)cc2)[C@@H](CO)N1C(=O)c1cccnc1
5.9	3	1	1	0	3	0	COc1ccc(F)cc1Cn1nc(C(=O)O)c2ccccc2c1=O
-4.5	2	0	-1	.	-2	-4	COC(=O)c1ccc(OCC(=O)Nc2ccsc2C(=O)OC)cc1
0.9	19	0	-3	10	1	2	O=C(Cn1c(NCCCO)nc2ccccc21)c1cccs1
0.4	-2	-1	-5	40	1	-1	O=C1CC2(CCCC2)C(=O)N1c1ccc(S(=O)(=O)NCC2CC2)cc1Cl
3.3	0	-1	1	-2[16.7 µM]	0	-3	CCCNC(=O)C[C@H]1CC[C@H]2[C@@H](COc3ccc(NS(=O)(=O)CC)cc3C(=O)N2C)O1
2.6	2	-1	0	-9	10	1	COc1cccc(OC)c1OCCCN1CCC(Cc2ccccc2)CC1

Following part.
F508del corr	DENV2 CPE	Casp6 inh	SIRT5 block	miR-122 sensor	ERp5 inh	ERAP1 inh	SMILES
-1.8	0	1	2	.	4	-3	CCC(C)C(=O)OC1CCC=C2C=CC(C)C(CCC3CC(O)CC(=O)O3)C21 (stereo not given)
-3.8	1	0	-2	-1[16.7 µM]	-3	-1	CO[C@H]1CN(C)C(=O)c2cc(NC(C)=O)ccc2OC[C@H](C)N(Cc2cncnc2)C[C@H]1C
-0.1	-1	-4	5	5	-5	-3	CC(C)(C)n1cnc2cc(NC(=O)c3ccc(Cl)cc3)ccc21
0.3	-6	2	.	2	1	-2	CSc1cccc(CNC(=O)C2CCC(=O)N(CCc3ccccc3)C2)c1 (stereo not given)
0.2	-4	8	0	-21	3	6	Cc1ccc(Cl)cc1NC(=O)C[n+]1ccc(Cc2ccc([N+](=O)[O-])cc2)cc1
0.4	-1	-2	-1	18	5	2	O=S(=O)(Nc1ncccn1)c1ccc(NC(=S)Nc2ccccc2)cc1
4.1	1	6	1	13	6	-3	CC(/C=C/C=C/c1ccccc1)=N/NC(=O)CNc1ccc(C)cc1
-0.6	-2	2	.	.	3	1	Cc1ccc(C=C(C#N)C(=O)c2ccccc2)cc1
-4.5	-1	0	0	0	2	1	CC(C)c1ccc(-n2nnnc2SCC(=O)NC2CC2)cc1
-0.8	31*	0	1	.	2	1	COc1ccc(-c2ccc([C@@H]3[C@H]4CN(C(=O)C5CC5)CC(=O)N4[C@H]3CO)cc2)cc1
2.9	-5	2	-2	-12	.	-5	CCCC(C)c1nc(C(N)=O)c2[nH]c(=O)n(-c3ccc(OC)c(OC)c3)c2n1 (stereo not given)
4.7	1	-2	-1	3	-6	2	CCc1ccccc1NC(=O)CN(C)S(=O)(=O)c1ccc2c(c1)c(=O)n(C)c(=O)n2C
-1.6	-5	-3	.	.	4	4	CCC(=O)N1CCCC(C)(C(=O)NS(=O)(=O)c2cccs2)C1 (stereo not given)
-0.9	-4	-1	0	-9	-3	-2	CCCCOCCCNC(=O)COc1ccccc1
-1.1	-8	1	1	.	1	-2	N#C[C@H]1[C@H](c2ccccc2-c2cccc(F)c2)[C@@H](CO)N1C(=O)NC1CCCCC1

Only F508del corr, DENV2 CPE and SIRT5 block, for some of the entries so far:
molecule | F508del corr | DENV2 CPE | SIRT5 block
CCCS(=O)(=O)NC(=O)C1(C)CCN(C(=O)C2(c3ccc(Cl)cc3)CCCC2)C1 (stereo not given) | -2.4 | -2 | 2
COc1ccc(OC)c(S(=O)(=O)CC(O)CS(=O)(=O)c2ccccc2)c1 (stereo not given) | -1.8 | -3 | 3

Whole records, quoted from the list. Order of values: F508del corr	DENV2 CPE	Casp6 inh	SIRT5 block	miR-122 sensor	ERp5 inh	ERAP1 inh
CN(c1ccc([N+](=O)[O-])cc1)c1cc2c(c3c1ccn3C)C1CCC2C1 (stereo not given) across the screens: -1.7	-1	1	0	5	3	1
CC(C)(C)n1cnc2cc(NC(=O)c3ccc(Cl)cc3)ccc21 across the screens: -0.1	-1	-4	5	5	-5	-3
O=C(c1ccco1)N1CCC(N2CCN(c3ccccc3)CC2)CC1 across the screens: 2.0	-4	-2	-1	-3	4	-2

Screening data deposited in PubChem BioAssay by Broad Institute.
